Cycloheximide cs: affects cycloheximide protein synthesis inhibition readout, counter-screen. cell reporter, cycloheximide protein synthesis inhibition counterscreen. max response, %. 300,000 compounds, 12% hits. AID 2314; in the data active = max response mostly above about 13%, no sharp cut-off; inactive = mostly below about 14%; also: read at 38.3 µM for the half of the compounds with a filed dose; 0% is about no effect
Pf growth 96h: P. falciparum growth inhibition at 96 hour, primary screen for plastid delayed-death inhibitors; P. falciparum luciferase reporter growth, 96 h; Potency, µM (doses to about 28.7 µM), for inactives: top-dose activity change, negative = inhibition, most hits filed as inhibitors; 320,000 compounds, 6.9% hits; AID 504834; also: potency is read from the fitted curve at half-maximal effect; % is scaled to controls: 0 for no effect and ±100 for the full control effect
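Delayed-death screen, second-generation endpoint: infected erythrocytes, 2% hematocrit, 0.05% parasitemia final; 96 hours at 37 C, 5% CO2; luciferase detection reagent; luminescence decrease equals reduced growth.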
Shiga inhibitor: Shiga toxin inhibition. Vero cells, Shiga toxin protein synthesis inhibition reporter. inhibition, % at 38.7 µM. 290,000 compounds, 9.2% hits. AID 2315; in the data active = inhibition mostly above about 28%, no sharp cut-off; inactive = mostly below about 43%; also: 0% is about no effect
Tb PYK inh: blocks Trypanosoma brucei pyruvate kinase. 410,000 compounds, 0.12% hits. Potency, µM (series often up to 76.8 µM), inactives show at the top dose activity, negative = inhibition, usual class: inhibitors. TbPYK enzyme, Kinase-Glo Plus ATP luminescence, 45 min; also: potency is read from the fitted curve at half-maximal effect; % is scaled to controls: 0 for no effect and ±100 for the full control effect; nearly all actives have a fitted effect of over 50% in size
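Glycolytic pyruvate kinase of T. brucei was incubated with substrate, test compound and 130 uM ADP for 45 minutes at room temperature. Luminescent Kinase-Glo Plus signal was measured after 10 minutes.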
AmpC no deterg: AmpC beta-lactamase inhibition without detergent | AmpC nitrocefin hydrolysis, absorbance 480 nm, 0.0001% Triton | Potency, µM (top dose mostly 57.1 µM), for inactives: at the top dose activity change, negative = inhibition, hits mostly inhibitors | 330,000 compounds, 0.52% hits;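 also: potency is read from the fitted curve at half-maximal effect; plate controls were no compound for no effect and no enzyme for full effect; nearly all actives have a fitted effect of over 20% in size; some results filed as inactive show a strong effect at the top dose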
Target sequence (P00811 whole entry, looked up): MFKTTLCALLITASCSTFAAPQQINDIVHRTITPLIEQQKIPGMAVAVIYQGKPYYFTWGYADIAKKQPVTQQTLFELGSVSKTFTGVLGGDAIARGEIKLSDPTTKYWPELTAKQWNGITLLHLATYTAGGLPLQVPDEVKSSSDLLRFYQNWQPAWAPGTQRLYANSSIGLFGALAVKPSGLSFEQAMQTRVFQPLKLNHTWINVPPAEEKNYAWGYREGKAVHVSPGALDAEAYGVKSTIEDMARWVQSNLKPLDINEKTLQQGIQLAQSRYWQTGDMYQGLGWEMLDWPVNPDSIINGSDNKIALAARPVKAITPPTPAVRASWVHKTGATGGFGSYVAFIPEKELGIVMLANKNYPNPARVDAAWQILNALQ
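20 mM phosphate pH 7.0 + 0.01% (detergent screen) or 0.0001% Triton X-100; 5.3 nM AmpC reagent; cpd preinc 15 min RT; nitrocefin (800 uM stock) to start; A480 q20 s × 4 min; Activity was normalised to no-enzyme and no-compound control wells.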
LmPK inh: blocks Leishmania mexicana pyruvate kinase activity; Q27686; purified LmPK, Kinase-Glo ATP luminescence, 1 h; Potency, µM (titrated, usually from 57.5 µM), for the others: at the top dose activity change, negative = inhibition, hits mostly inhibitors; 290,000 compounds, 0.37% hits; also: potency is read from the fitted curve at half-maximal effect; % is scaled to controls: 0 for no effect and ±100 for the full control effect
Target sequence (Q27686 whole entry, looked up): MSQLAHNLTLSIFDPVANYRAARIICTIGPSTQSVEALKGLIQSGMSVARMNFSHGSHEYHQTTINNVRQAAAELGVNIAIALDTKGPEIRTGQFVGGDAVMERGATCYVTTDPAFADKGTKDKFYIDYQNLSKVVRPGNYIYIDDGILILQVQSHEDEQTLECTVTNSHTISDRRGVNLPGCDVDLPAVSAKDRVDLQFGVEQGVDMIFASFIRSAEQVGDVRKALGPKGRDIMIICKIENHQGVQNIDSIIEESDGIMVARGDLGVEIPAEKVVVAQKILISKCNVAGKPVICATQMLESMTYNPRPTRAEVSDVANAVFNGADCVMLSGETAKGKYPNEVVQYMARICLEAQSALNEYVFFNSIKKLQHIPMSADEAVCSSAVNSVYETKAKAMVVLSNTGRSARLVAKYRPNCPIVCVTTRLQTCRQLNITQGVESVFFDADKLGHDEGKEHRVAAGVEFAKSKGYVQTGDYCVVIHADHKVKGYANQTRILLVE
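Screened at intermediate enzyme activity to detect both inhibitors and activators: LmPK at 0.1 nM, with a 0.5 nM enzyme column as activation reference. PEP 0.5 mM, ADP 0.1 mM; ATP detected by luminescence after 1 h.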
Pf growth 48h: P. falciparum growth inhibition at 48 hours (one generation) | P. falciparum luciferase growth in erythrocytes, 48 h | Potency, µM (doses to about 28.7 µM), for the others: at the top dose activity change, negative = inhibition, most hits filed as inhibitors | 310,000 compounds, 5.9% hits; also: potency is read from the fitted curve at half-maximal effect; % is scaled to controls: 0 for no effect and ±100 for the full control effect
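Growth was read as firefly luciferase luminescence after a 48 h, 37 C, 5% CO2 exposure of compounds to reporter-bearing P. falciparum cultures (0.1% parasitemia, 2% hematocrit final) in Albumax-supplemented RPMI 1640.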
Numbers without * were called inactive; ? = inconclusive; · = not tested or not shown; [ ] = remark or other dose. Unless noted, calls follow the shape of the dose curve; as a rule, active = well fitted curve in the direction sought with a large enough effect; inconclusive = small, poorly fitted or top-dose-only effect, or another doubt; inactive = no such curve, though single readings can be large; an effect the other way counts as inactive or inconclusive.

SMILES	Cycloheximide cs	Pf growth 96h	Shiga inhibitor	Tb PYK inh	AmpC no deterg	LmPK inh	Pf growth 48h
O=C(O)CN1C(=O)/C(=C\C(Br)=C\c2ccccc2)SC1=S	-2.2	3.2%	21.6	-5.2%	-36.1%	9.3%	?
O=C(NCc1cccs1)C12CC3CC(CC(C3)C1)C2	-0.6	?	20.6	-22.1%	-7.3%	1.0%	11.4%
O=C(NCCc1c[nH]c2ccccc12)C(F)(F)F	9.7	37.9%[activator]	43.4*	8.1%	-17.0%	-0.2%	0.1%
CCCC(c1nnnn1CC1CCCO1)N1CCN(c2nc3ccccc3s2)CC1 (centres undefined)	17.2	-1.6%	-4.2	1.5%	73.6%[activator]	3.1%	11.7µM*
CCN1CNC(=S)N(c2ccccc2C)C1	2.9	0.8%	-4.4	-3.6%	-11.7%	-0.4%	32.2%[activator]
CC(=O)N=Nc1[nH]c(N)c2ccccc12	-1.5	5.8%	-19.5	0.2%	-0.5%[11.4 µM]	-2.5%	4.8%
COC(=O)C1(Cc2ccc(O)c(CC3OC3(C)C)c2)OC(=O)C(O)=C1c1ccc(O)cc1 (centres undefined)	-1.4	?	8.5	-8.2%	-13.0%	3.7%	17.9%
COC(=O)C1=C(C)NC(=O)C1(Nc1ccc(Cl)cn1)C(F)(F)F (centres undefined)	-0.3	34.3%[activator]	-5.8	1.5%	-18.9%	0.2%	6.8%
Cc1ccc(-n2cc(CNCCN3CCOC3=O)c(-c3ccc(F)cc3)n2)cc1	11.0	?	38.6	-0.2%	110.1%[activator]	-2.5%	?
COC(=O)C1=C(C)NC(C)=C(C(=O)OC)C1C(=O)OCC(=O)c1ccc(F)cc1	8.0	6.9%	9.5	-2.0%	-0.7%	10.4%	0.0%
CCOc1cc(/C=C/C(=O)c2ccc(C)cc2)ccc1OCC(=O)N(C)C	-1.2	?	19.3	1.6%	223.2%[activator]	-1.2%	?
CSc1ccccc1NC(=O)c1c(C)noc1C	-1.2	0.6%	-6.2	0.8%	-19.6%	1.5%	10.8%
CSCCC(NC(=O)c1ccccc1Cl)C(=O)OCC(=O)N1CCCC1=O (centres undefined)	·	-1.7%	·	-2.9%	-6.4%	·	-0.2%
O=C(c1ccc(Cl)c(S(=O)(=O)N2CCCCCC2)c1)N1CCN(c2ccccc2O)CC1	-3.3	?	17.3	0.1%	10.8%	-1.2%	?
O=C(COc1ccc(S(=O)(=O)NCc2ccccc2)cc1)NCc1cccnc1	-4.4	59.4%[activator]	-12.5	7.0%	-7.1%	-0.1%	-4.0%

Entries shown so far with a Cl atom (3):
SMILES	Cycloheximide cs	Pf growth 96h	Shiga inhibitor	Tb PYK inh	AmpC no deterg	LmPK inh	Pf growth 48h
COC(=O)C1=C(C)NC(=O)C1(Nc1ccc(Cl)cn1)C(F)(F)F (centres undefined)	-0.3	34.3%[activator]	-5.8	1.5%	-18.9%	0.2%	6.8%
CSCCC(NC(=O)c1ccccc1Cl)C(=O)OCC(=O)N1CCCC1=O (centres undefined)	·	-1.7%	·	-2.9%	-6.4%	·	-0.2%
O=C(c1ccc(Cl)c(S(=O)(=O)N2CCCCCC2)c1)N1CCN(c2ccccc2O)CC1	-3.3	?	17.3	0.1%	10.8%	-1.2%	?

Returning to the listing with the 2 entries that preceded the break.
SMILES	Cycloheximide cs	Pf growth 96h	Shiga inhibitor	Tb PYK inh	AmpC no deterg	LmPK inh	Pf growth 48h
O=C(c1ccc(Cl)c(S(=O)(=O)N2CCCCCC2)c1)N1CCN(c2ccccc2O)CC1	-3.3	?	17.3	0.1%	10.8%	-1.2%	?
O=C(COc1ccc(S(=O)(=O)NCc2ccccc2)cc1)NCc1cccnc1	-4.4	59.4%[activator]	-12.5	7.0%	-7.1%	-0.1%	-4.0%
O=C(CCCN1C(=O)c2cccnc2C1=O)Nc1ccc(Br)cc1	-0.9	-14.1%	-5.4	4.5%	-9.6%	1.3%	-3.7%
O=c1[nH]c(=O)c2nnc(N/N=C/c3ccccc3F)nc2[nH]1	-3.0	3.8%	-2.9	-2.0%	1.4%	-2.2%	2.0%
CC1CCN(CCC(=O)Nc2ccc3c(c2)CCC3)CC1	-0.4	-9.0%	10.2	5.4%	-17.1%	4.4%	-2.4%
COc1ccc(-c2nnc(SCC(=O)N/N=C/c3ccccc3C(=O)O)n2-c2ccccc2)cc1	6.1	-20.4%	-1.3	2.4%	-31.2%	5.5%	21.6%
CC(=O)Nc1ccc(OCC(O)CN2CCCCC2C)cc1 (centres undefined)	-1.2	36.5%[activator]	1.5	-6.8%	-32.9%	0.2%	4.6%
COc1ccc(Cl)cc1NC(=O)Nc1ccccc1C(N)=O	7.6	24.4%	-8.6	4.2%	-23.9%	7.8%	-6.2%
COc1ccc(CC(=O)NCc2ccccc2)cc1OC	-1.1	?	-7.3	-2.5%	-8.0%	-0.6%	2.7%
Cc1nn(Cc2ccc([N+](=O)[O-])cc2)c(=O)n1-c1cccc(F)c1	14.8	?	-3.6	6.3%	-16.0%	2.9%	?
C=COCCn1c(C)c(C(C)=O)c2cc(O)ccc21	-1.7	?	-3.5	-1.7%	11.6%	-0.6%	32.7%
O=c1c2c(nc3n1CCCCC3)sc1c(O)c(Br)ccc12	16.1*	·	39.7	?	-53.2%	?	2.5%
CCOC(=O)N1CCN(C(=O)CN(c2ccccc2OC)S(=O)(=O)c2ccc(C)cc2)CC1	2.6	11.7µM*	-24.4	-4.1%	129.6%[activator]	-0.5%	?
COc1cc(C2C(C#N)=C(N)OC3=C2C(=O)CC(C)(C)C3)ccc1OC(=O)N1CCOCC1 (centres undefined)	0.8	0.0%	-6.8	-9.5%	6.4%	-0.4%	4.9%
Cc1ccc(NCc2nnc(SC(C)C(=O)N/N=C/c3ccc(C)o3)n2-c2ccccc2)cc1 (centres undefined)	-2.6	?	-13.9	-5.5%	-17.0%	0.1%	16.7%
O=C(CNC(=O)c1ccc(F)cc1)NCc1ccc(Cl)cc1	0.4	49.8%[activator]	-5.9	15.2%	-0.6%	1.1%	16.7%
Cc1cccc(CN2C[C@]34CC[C@@H](C[C@@H]3S2(=O)=O)O4)c1	-1.8	-0.9%	-1.5	-0.4%	-24.6%	0.6%	16.3%
COC(=O)C1Sc2[nH]c(=O)sc2C(c2ccc(Cl)cc2)C1C(=O)OC (centres undefined)	-3.1	?	20.0	-0.1%	-35.8%	10.2%	·
Cc1cccc(C)c1OCCCN1CCCC1	-3.8	177.4%[activator]	-22.2	8.2%	-18.1%	2.9%	·
COc1ccc(O)c(/C=C(\C#N)C(=O)Nc2cccnc2)c1	15.1	1.3%	-7.4	-8.8%	-8.8%	-3.1%	-2.6%
Oc1c(Br)cc(Cl)cc1C=Nc1ccccc1Br	-3.1	36.3%[activator]	-8.2	-0.7%	-18.6%	-4.1%	-27.6%
O=C(CN1C(=O)NC2(CCCC2)C1=O)OCc1cc(=O)n2cc(Br)ccc2n1	47.6*	46.1%	67.0*	-1.6%	-8.1%	2.5%	0.8%
O=c1ccc2cc(S(=O)(=O)N3CCN(c4ccc(Cl)cc4)CC3)ccc2o1	-2.0	31.4%[activator]	-2.1	1.1%	-9.6%	-5.4%	0.0%
Cc1ccc(NC2CCCN(C(=O)CSc3ccncc3)C2)cc1C (centres undefined)	-2.0	13.1µM*	-17.9	3.7%	30.2%	0.0%	-25.5%
Cc1csc2ncc(C(=O)Nc3cccc(C(F)(F)F)c3)c(=O)n12	8.0	34.0%[activator]	-1.4	0.6%	-14.2%	-2.7%	43.1%[activator]
CC1C(c2ccccc2)=NNc2nc3c(c(=O)n(C)c(=O)n3C)n21 (centres undefined)	-4.3	0.0%	-4.0	6.8%	-16.3%	3.0%	-14.7%
N#CCCn1cc(C(=O)O)c(-c2ccc3ccccc3c2)n1	4.7	-5.0%	41.0	-6.4%	-4.5%	7.1%	-8.3%
COCC1CCCN(C(=O)c2ccc(OC3CCN(Cc4ccccn4)CC3)cc2)C1 (centres undefined)	1.2	155.8%[activator]	-17.0	-0.6%	18.7%	-3.5%	6.5%
CC(C)(C)NC(=O)C(c1ccc(O)cc1)N(C(=O)Cn1nnc(-c2ccc(F)cc2)n1)c1ccccc1F (centres undefined)	-5.5	?	-16.7	-1.6%	13.1%	2.0%	11.7µM*
OC1CCCN(c2c3c(nc4cc(-c5cccc(F)c5)nn24)CCCC3)C1 (centres undefined)	56.5*	?	79.7*	-7.1%	10.6%	-5.3%	?
CN1C(=O)C(O)(CC(=O)c2cccs2)c2ccccc21 (centres undefined)	-2.7	-27.8%	-13.9	-5.6%	-6.6%	-2.1%	-1.8%
O=C(NCc1cccnc1)C(=O)Nc1nc(C23CC4CC(CC(C4)C2)C3)cs1	8.5	?	24.1	-11.0%	64.0%[activator]	4.8%	0.0%
CCN(CC(=O)Nc1ccccc1OC)CC(=O)Nc1sccc1C#N	-3.1	?	20.0	-6.2%	-3.7%	-0.1%	?
COc1cc(Cl)ccc1OCc1cc(C(=O)N[C@H]2CCCCNC2=O)no1	36.4*	19.0%	62.5*	-3.3%	41.3%	-8.3%	16.4%
CCC1CCCCN1C(=O)CCCOc1ccccc1 (centres undefined)	43.5*	89.1%[activator]	47.2	?	13.7%	7.0%	·
COc1ccc(N(C)C(=O)c2ccc3nc(-c4ccccc4)c(-c4ccccc4)nc3c2)cc1	-1.6	?	-14.2	-1.2%	85.0%[activator]	6.6%	?
CCCCNC(=O)CSc1nnc(NC(C)=O)s1	-1.5	15.4%	51.6	-2.1%	-1.1%	0.8%	-1.0%
CC(C)Oc1ccc(CN2CCC(n3nccc3NC(=O)C3CC3)CC2)cc1	1.7	?	-35.3	2.6%	-15.6%	-12.1%	6.3%
CCC1(CC)NC(=O)N(CC(=O)N2CCN(S(=O)(=O)c3cccc(F)c3)CC2)C1=O	-3.6	2.6%	-6.5	2.6%	15.8%	-15.2%	-10.4%
Cc1ccc(C(=O)N2CCN(S(=O)(=O)c3ccccc3[N+](=O)[O-])CC2)o1	1.2	-9.3%	28.3	-6.4%	-9.9%	0.2%	6.2%
CC(=O)NCc1ccc(C(=O)CN2C(=O)NC3(CCCCC3C)C2=O)s1 (centres undefined)	·	-2.7%	·	-1.6%	-10.7%	·	?
C=CCSc1[nH]c(=O)cc(C)c1C(N)=O	-8.1	·	-9.7	0.5%	119.7%	9.5%	·
O=C1[C@H]2[C@@H](c3ccc(F)cc3)N3C(=O)N(c4cccc(F)c4)C(=O)[C@@]3(Cc3ccc(Cl)cc3)[C@H]2C(=O)N1C1CCCCC1	·	8.28µM*	·	-0.6%	-53.6%	·	14.7µM*
CC(C)(C)c1ccc(S(=O)(=O)N2CCN(Cc3cc4c(cc3O)OCO4)CC2)cc1	·	-28.8%	·	6.3%	-30.4%	·	-30.1%
COc1cc2c(cc1OC)CN(C(=O)COc1ccccc1[N+](=O)[O-])CC2	7.0	-19.5%	-6.6	-8.1%	121.9%[activator]	-5.7%	-8.9%

Source: PubChem BioAssay
